Screening results (PubChem BioAssay)
Tau ThT inhib: tau fibrillization inhibition (ThT binding); P10636; recombinant tau K18 P301L, heparin-induced fibrillization, ThT fluorescence; Potency, µM (doses to about 57.4 µM), for the others: at the highest dose activity, negative = inhibition, actives largely listed as inhibitors; 270,000 tested, 2.1% active; AID 1460; note: % is set by controls: 0 for no effect and ±100 for the full control effect; nearly all actives have a fitted effect of over 55% in size
Target sequence (P10636 561-689 P618L limits assumed): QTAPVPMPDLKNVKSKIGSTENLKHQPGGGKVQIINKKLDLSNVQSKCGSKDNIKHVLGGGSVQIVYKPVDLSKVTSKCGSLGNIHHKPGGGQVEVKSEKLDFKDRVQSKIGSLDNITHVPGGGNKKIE
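Heparin-induced (20 uM) aggregation of recombinant human K18 P301L tau, 15 uM unlabeled with 0.24 uM labeled, pH 7 acetate buffer, 6 hr at 37 C with compound. Fibrils quantified by 30 uM ThT fluorescence after 1 hr ambient incubation.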
Tau fibril FP: inhibitors of human tau fibril formation. K18 P301L tau heparin fibrillization, Alexa594 FP, 6 h. Potency, µM (top dose mostly 57.7 µM), inactives show at the top dose activity, negative = inhibition, usual class: inhibitors. 280,000 tested, 0.39% active. AID 1468; note: % is set by controls: 0 for no effect and ±100 for the full control effect; nearly all actives have a fitted effect of over 55% in size
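Quantitative HTS format: compounds meet 15 uM recombinant K18 P301L tau and Alexa 594-tau tracer in 100 mM sodium acetate pH 7; 20 uM heparin triggers fibrillization at 37 C over 6 hr; FP gives the signal.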
SMN2 splice up: increases expression of the SMN2 splice variant; HEK293 SMN2-luciferase splicing reporter, luminescence, 30-36 h; Potency, µM (doses to about 46.1 µM), for inactives: at the top dose activity change, positive = activation, actives largely listed as activators; 210,000 tested, 2.8% active; AID 1458; note: % of control where 0% means no effect; nearly all actives have a fitted effect of over 55% in size
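HEK293 cells carry an SMN2 […]–luciferase reporter in which exon 7 inclusion puts luciferase in frame. Cells were plated 10-12 h before compound addition, then incubated 30-36 h at 37C. ONE-Glo luminescence was read; sodium butyrate at 4.5 mM final served as control.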
HTT cytoprotect: Huntington cell model cytoprotection by ATP luminescence; PC12 HTT-Q103 induced, cytoprotection, ATP luminescence, 40 h; Potency, µM (series often up to 56.4 µM), without a hit: cytoprotection (ATP increase), hits mostly activators; 230,000 tested, 0.14% active;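 note: % of control where 0% means no effect; nearly all actives have a fitted effect of over 45% in size; toxic huntingtin expression switched on by the ecdysone agonist tebufenozide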
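PC12 cells with ecdysone-inducible HTT exon 1 Q103-GFP, induced with 100 nM tebufenozide and co-treated with library compounds in a dose series (1536-well, 1500 cells/well). Cytoprotection read as ATP content by ATPlite luminescence.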
ALDH1A1 inh: blocks purified human ALDH1A1 activity | P00352 | Potency, µM (top dose mostly 75.3 µM), for inactives: top-dose activity, negative = inhibition, most hits filed as inhibitors | 220,000 tested, 7.3% active | Purified ALDH1A1, NADH fluorescence, propionaldehyde substrate; active = well fitted inhibition curve with a large enough effect, not every such curve was filed as active; inconclusive = small, poorly fitted or top-dose-only effect, or another doubt; inactive = no such curve, though single readings can be large or run the other way;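 note: plate controls were no enzyme wells and a reference inhibitor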
Target sequence (P00352 whole entry, looked up): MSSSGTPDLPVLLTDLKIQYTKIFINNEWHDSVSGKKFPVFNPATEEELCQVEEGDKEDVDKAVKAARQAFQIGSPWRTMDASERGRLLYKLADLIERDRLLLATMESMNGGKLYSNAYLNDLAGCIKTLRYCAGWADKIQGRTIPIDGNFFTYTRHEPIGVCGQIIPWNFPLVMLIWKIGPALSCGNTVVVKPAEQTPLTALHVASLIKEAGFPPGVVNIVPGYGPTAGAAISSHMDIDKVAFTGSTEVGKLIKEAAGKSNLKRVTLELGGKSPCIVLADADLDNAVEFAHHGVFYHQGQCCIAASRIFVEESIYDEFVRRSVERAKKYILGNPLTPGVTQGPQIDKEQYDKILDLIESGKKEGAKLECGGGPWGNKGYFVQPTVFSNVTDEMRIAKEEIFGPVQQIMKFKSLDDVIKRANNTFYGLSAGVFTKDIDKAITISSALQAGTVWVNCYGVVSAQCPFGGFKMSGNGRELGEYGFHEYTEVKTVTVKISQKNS
HttQ103 aggreg: mutant huntingtin aggregation inhibition | 220,000 tested, 1.1% active | AID 1688 | PC12 HttQ103-GFP aggregates, Acumen cytometry, 40 h | Potency, µM (highest dose often 46.1 µM), for inactives: top-dose activity change, negative = inhibition, most hits filed as inhibitors; note: % is set by controls: 0 for no effect and ±100 for the full control effect; nearly all actives have a fitted effect of over 60% in size
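PC12 cells with ecdysone-inducible HTT exon1 Q103-GFP, induced by 100 nM tebufenozide, given compounds in a concentration series. GFP aggregates (1–25 um, 6 SD above background) counted in lysates by laser-scanning cytometry, 488 nm excitation.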
KDM4E inh: inhibitors of human JMJD2E histone demethylase | AID 2147 | 230,000 tested, 1.6% active | Potency, µM (titrated, usually from 57.1 µM), without a hit: top-dose activity change, negative = inhibition, most hits filed as inhibitors | JMJD2E catalytic domain, FDH-coupled NADH fluorescence (FDH is formaldehyde dehydrogenase) | B2RXH2; active = well fitted inhibition curve with a large enough effect, not every such curve was filed as active; inconclusive = small, poorly fitted or top-dose-only effect, or another doubt; inactive = no such curve, though single readings can be large or run the other way;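 note: 0% = wells with enzyme and -100% = buffer wells without enzyme; nearly all actives have a fitted effect of over 50% in size; many of its hits are not listed in these tables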
Target sequence (B2RXH2 1-337 limits assumed): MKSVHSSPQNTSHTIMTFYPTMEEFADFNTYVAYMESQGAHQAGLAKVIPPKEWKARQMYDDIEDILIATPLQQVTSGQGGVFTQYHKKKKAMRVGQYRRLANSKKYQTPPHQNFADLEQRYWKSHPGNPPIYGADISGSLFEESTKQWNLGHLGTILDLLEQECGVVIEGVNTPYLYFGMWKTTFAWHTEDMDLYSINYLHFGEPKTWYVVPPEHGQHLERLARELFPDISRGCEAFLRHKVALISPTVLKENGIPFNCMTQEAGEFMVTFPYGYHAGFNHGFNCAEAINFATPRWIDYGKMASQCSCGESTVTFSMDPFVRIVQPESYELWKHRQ
Tau fluor counter: counter-screen for tau fibril formation inhibitors; tau K18 P301L (four-repeat tau fragment) Alexa594 fluorescence, heparin fibrillization; Potency, µM (highest dose often 57.7 µM), without a hit: at the top dose activity change, negative = decrease; 280,000 tested, 0.93% active; note: % is set by controls: 0 for no effect and ±100 for the full control effect; nearly all actives have a fitted effect of over 55% in size
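Human K18 P301L tau (15 uM unlabeled plus 0.24 uM Alexa 594-labeled, final) in 100 mM sodium acetate pH 7 was mixed with compound and 20 uM heparin and incubated 6 hr at 37 C.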
* = called active by the depositor; [ ] = remark or other dose. Unless noted, calls come from the whole dose curve; as a rule, active = well fitted curve in the direction sought with a large enough effect; inconclusive = small, poorly fitted or top-dose-only effect, or another doubt; inactive = no such curve, though single readings can be large; an effect the other way counts as inactive or inconclusive. Potency is the fitted concentration of half-maximal effect. The list is partial; rates above refer to the full screens.

What do the screens show for `CCOC(=O)CSC1=C(C#N)C(c2ccccc2OCC)C(C(=O)OCC)C(=O)N1` (stereo unspecified)?
Tau ThT inhib: -5%; Tau fibril FP: 6%; SMN2 splice up: -7%; HTT cytoprotect: -10%[0.074 µM]; ALDH1A1 inh: inconclusive; HttQ103 aggreg: 16%; KDM4E inh: 4%; Tau fluor counter: -14%

How did Cc1cc(-c2nc3ncccc3o2)ccc1NC(=O)CC(C)C do in these assays?
Tau ThT inhib: -8%; Tau fibril FP: -7%; SMN2 splice up: inconclusive; HTT cytoprotect: -17%; ALDH1A1 inh: inconclusive; HttQ103 aggreg: -9%; KDM4E inh: inconclusive; Tau fluor counter: -8%

What do the screens show for `Cc1ccc(/C(N)=N/OC(=O)COc2ccc(Cl)c(C)c2)cc1`?
Tau ThT inhib: -10%; Tau fibril FP: -5%; SMN2 splice up: 8%; ALDH1A1 inh: 9%; HttQ103 aggreg: 3%; KDM4E inh: 1%; Tau fluor counter: 0%

Results for CCOC(=O)C1=C(C)NC(C)=C(C(=O)OCC)C1c1ccc(O)cc1 ?
Tau ThT inhib: -4%; Tau fibril FP: 2%; SMN2 splice up: 13µM*; HTT cytoprotect: -4%; ALDH1A1 inh: inconclusive; HttQ103 aggreg: 12%; KDM4E inh: inconclusive; Tau fluor counter: -13%

What do the screens show for `NC(=S)Nc1ccc(F)c(F)c1F`?
Tau fibril FP: 0%; HTT cytoprotect: 12%[10 µM]; HttQ103 aggreg: 10%[9.22 µM]; KDM4E inh: 8%; Tau fluor counter: -1%

What do the screens show for `CSc1ncccc1C(=O)Nc1nc2c(C)cccc2s1`?
Tau ThT inhib: -6%; Tau fibril FP: -8%; SMN2 splice up: 4%; HTT cytoprotect: -1%[10 µM]; ALDH1A1 inh: 13%; HttQ103 aggreg: -9%; KDM4E inh: 13%; Tau fluor counter: -1%

Results for Cc1ccc(S(=O)(=O)N2CC=C(c3c(C)n(CC(=O)N4CCCC4)c4ccccc34)CC2)cc1C ?
Tau ThT inhib: -7%; Tau fibril FP: 6%; SMN2 splice up: -8%; Tau fluor counter: -9%

How did O=C(Nc1ccccc1)C1=C[C@H](c2ccc(Br)cc2)C[C@H](OCc2ccc(CO)cc2)O1 do in these assays?
Tau ThT inhib: -4%; Tau fibril FP: 5%; HTT cytoprotect: -1%[10 µM]; ALDH1A1 inh: -5%; HttQ103 aggreg: -1%[9.22 µM]; KDM4E inh: -11%; Tau fluor counter: -20%

How did CCCCN(C)CCNC(=O)c1ccc(Cn2c(=O)[nH]c3cc(OC)c(OC)cc3c2=O)cc1 do in these assays?
Tau ThT inhib: -15%; Tau fibril FP: inconclusive; SMN2 splice up: 10%; Tau fluor counter: -17%

What do the screens show for `O=C(CN(CC1CCCO1)C(=O)CCC(=O)Nc1nccs1)NCC1CCCO1` (stereo unspecified)?
Tau ThT inhib: 3%; Tau fibril FP: -1%; SMN2 splice up: 19%; HTT cytoprotect: -9%[10 µM]; ALDH1A1 inh: -2%; HttQ103 aggreg: 3%; KDM4E inh: -4%; Tau fluor counter: 4%

What do the screens show for `Cc1cc(/C(N)=N/OC(=O)Nc2ccccc2)no1`?
Tau ThT inhib: -18%; Tau fibril FP: -1%; HTT cytoprotect: 6%[10 µM]; ALDH1A1 inh: inconclusive; HttQ103 aggreg: -21%[9.22 µM]; KDM4E inh: -12%; Tau fluor counter: -11%

How did Cc1[nH]c2ccccc2c1C(=O)CN1C(=O)C(=O)N(C2CCCC2)C1=O do in these assays?
Tau ThT inhib: 1%; Tau fibril FP: inconclusive; HTT cytoprotect: -14%; ALDH1A1 inh: 2%; HttQ103 aggreg: 3%; KDM4E inh: -3%; Tau fluor counter: -23%

An excerpt from above in order of number of heavy atoms, falling:
How did Cc1cc(-c2nc3ncccc3o2)ccc1NC(=O)CC(C)C do in these assays?
Tau ThT inhib: -8%; Tau fibril FP: -7%; SMN2 splice up: inconclusive; HTT cytoprotect: -17%; ALDH1A1 inh: inconclusive; HttQ103 aggreg: -9%; KDM4E inh: inconclusive; Tau fluor counter: -8%

What do the screens show for `Cc1cc(/C(N)=N/OC(=O)Nc2ccccc2)no1`?
Tau ThT inhib: -18%; Tau fibril FP: -1%; HTT cytoprotect: 6%[10 µM]; ALDH1A1 inh: inconclusive; HttQ103 aggreg: -21%[9.22 µM]; KDM4E inh: -12%; Tau fluor counter: -11%

What do the screens show for `NC(=S)Nc1ccc(F)c(F)c1F`?
Tau fibril FP: 0%; HTT cytoprotect: 12%[10 µM]; HttQ103 aggreg: 10%[9.22 µM]; KDM4E inh: 8%; Tau fluor counter: -1%

The listing continues.
What do the screens show for `COc1ccc(CCC(=O)N2CCN(S(=O)(=O)c3ccc4ccccc4c3)CC2)cc1`?
Tau ThT inhib: -19%; Tau fibril FP: -2%; SMN2 splice up: -34%[inhibitor]; HTT cytoprotect: -14%; ALDH1A1 inh: 14µM*; HttQ103 aggreg: inconclusive; KDM4E inh: -16%; Tau fluor counter: -20%

Results for Cc1ccc(-c2nnc(CSc3nc(C)nc4sc(C)c(C)c34)o2)cc1 ?
Tau ThT inhib: 10%; Tau fibril FP: -5%; SMN2 splice up: -6%; HTT cytoprotect: -10%; ALDH1A1 inh: 1%; HttQ103 aggreg: 0%; KDM4E inh: 0%; Tau fluor counter: 9%

What do the screens show for `N#CCCN(Cc1cccnc1)C(=O)Nc1ccccc1`?
Tau ThT inhib: -5%; Tau fibril FP: 5%; SMN2 splice up: 10%; HTT cytoprotect: -6%; ALDH1A1 inh: 6%; HttQ103 aggreg: -7%; KDM4E inh: -1%; Tau fluor counter: 8%

How did C=CCn1c(SCCOc2ccc(OC)cc2)nnc1C(CO)NC(=O)c1ccc(OC)cc1 (stereo unspecified) do in these assays?
Tau ThT inhib: -17%; Tau fibril FP: -2%; SMN2 splice up: -9%; HTT cytoprotect: 6%[10 µM]; ALDH1A1 inh: 15%; HttQ103 aggreg: 16%; KDM4E inh: 13%; Tau fluor counter: -13%

What do the screens show for `Cc1cc(N=Cc2c(O)n(-c3ccc4c(c3)OCO4)c(=O)c3ccccc23)ccn1`?
Tau ThT inhib: inconclusive; Tau fibril FP: -4%; SMN2 splice up: -5%; HTT cytoprotect: -68%[inhibitor]; ALDH1A1 inh: inconclusive; HttQ103 aggreg: -4%; KDM4E inh: inconclusive; Tau fluor counter: inconclusive

Results for O=C(O)/C=C\C(=O)Nc1cccc(C(=O)Nc2cccc(O)c2)c1 ?
Tau ThT inhib: -7%; Tau fibril FP: 2%; HTT cytoprotect: 0%[10 µM]; ALDH1A1 inh: -8%; HttQ103 aggreg: -7%[9.22 µM]; KDM4E inh: 2%; Tau fluor counter: -8%

How did O=C(N/N=C/c1ccc(Cl)c([N+](=O)[O-])c1)c1cnccn1 do in these assays?
Tau ThT inhib: -17%; Tau fibril FP: 4%; SMN2 splice up: -1%; HTT cytoprotect: 12%[10 µM]; ALDH1A1 inh: -2%; HttQ103 aggreg: 6%; KDM4E inh: -1%; Tau fluor counter: 0%

How did O=C(OCC(=O)N1CCc2ccccc2C1)c1cccs1 do in these assays?
Tau ThT inhib: -1%; Tau fibril FP: 3%; SMN2 splice up: 28%; HTT cytoprotect: -16%; ALDH1A1 inh: -9%; HttQ103 aggreg: 10%; KDM4E inh: 16%; Tau fluor counter: 1%

Results for COc1ccc(C)cc1S(=O)(=O)N(C)CC(=O)N1CCC(C(N)=O)CC1 ?
Tau ThT inhib: -10%; Tau fibril FP: -2%; SMN2 splice up: -3%; ALDH1A1 inh: 9%; KDM4E inh: 11%; Tau fluor counter: -10%

What do the screens show for `COc1ccccc1-c1c(-c2ccc(OCC(=O)NN)cc2O)n[nH]c1C(F)(F)F`?
Tau ThT inhib: -6%; Tau fibril FP: -2%; SMN2 splice up: -16%; ALDH1A1 inh: inconclusive; HttQ103 aggreg: 16%; KDM4E inh: 9%; Tau fluor counter: inconclusive

How did COc1ccc(C(=O)OCC[N+]2(C)CCOCC2)cc1 do in these assays?
Tau ThT inhib: -1%; Tau fibril FP: 0%; SMN2 splice up: 8%; HTT cytoprotect: -9%; ALDH1A1 inh: 8%; HttQ103 aggreg: 1%; KDM4E inh: -2%; Tau fluor counter: 1%

How did CCn1c(-c2ccccc2)c[nH]c1=S do in these assays?
Tau ThT inhib: 1%; Tau fibril FP: 3%; SMN2 splice up: 12%; HTT cytoprotect: 4%; ALDH1A1 inh: 28µM*; HttQ103 aggreg: -7%; KDM4E inh: inconclusive; Tau fluor counter: -3%

How did Cc1ccc(N(C(=O)c2ccc(S(=O)(=O)N3CCOCC3)cc2)C2C=CS(=O)(=O)C2)cc1C (stereo unspecified) do in these assays?
Tau ThT inhib: 2%; Tau fibril FP: 2%; SMN2 splice up: -9%; HTT cytoprotect: -27%; ALDH1A1 inh: 4%; HttQ103 aggreg: -11%; KDM4E inh: -1%; Tau fluor counter: -2%

What do the screens show for `C=CCNC(=O)c1cc2nc(C3CC3)cc(C(F)F)n2n1`?
Tau ThT inhib: -8%; Tau fibril FP: 3%; SMN2 splice up: -26%; HTT cytoprotect: -16%; ALDH1A1 inh: -4%; HttQ103 aggreg: -8%; KDM4E inh: -11%; Tau fluor counter: -5%

What do the screens show for `Cc1ccc2[nH]c(C(=O)O)c(NC(=O)c3ccccc3[N+](=O)[O-])c2c1`?
Tau ThT inhib: -5%; Tau fibril FP: 0%; SMN2 splice up: -6%; HTT cytoprotect: 5%[10 µM]; ALDH1A1 inh: 17%; HttQ103 aggreg: 1%; KDM4E inh: 4%; Tau fluor counter: 9%

What do the screens show for `O=C(Cc1ccc(Cl)cc1Cl)Nc1ccc(OC(F)F)c(Cl)c1`?
Tau ThT inhib: -1%; Tau fibril FP: inconclusive; SMN2 splice up: -10%; HTT cytoprotect: 5%[10 µM]; ALDH1A1 inh: 11%; HttQ103 aggreg: -4%; KDM4E inh: 0%; Tau fluor counter: -22%

Results for Cc1[nH]c2ccccc2c1/C=N/NC(=O)CNC(=O)c1ccco1 ?
Tau ThT inhib: inconclusive; Tau fibril FP: inconclusive; HTT cytoprotect: 39%[10 µM]; HttQ103 aggreg: 33%[9.22 µM]; KDM4E inh: -2%; Tau fluor counter: -16%
